Screening data deposited in PubChem by several laboratories.
BoNT-A LC inh2 – BoNT A light chain protease inhibition; multiplex microsphere protease substrate cleavage, flow cytometry; 0.17% of 360,000 active; AID 588499; inhibition, % at 10 µM; in the data active means inhibition above about 30%; inconclusive means no clear call, values can overlap the other calls; further: plate controls were buffer without enzyme for full effect and enzyme alone for no effect
CCHF vOTU inh – CCHFV vOTU protease inhibition; 0.55% of 370,000 active; inhibition, % at 11.5 µM; AID 651958; Pep-AMC fluorescence; further: 0% = vehicle wells with enzyme and 100% = no enzyme wells
UGM FP inh – inhibitors of M. tuberculosis UDP-galactopyranose mutase; purified UGM, fluorescence polarization probe displacement; inhibition, % at 10 µM; 0.06% of 320,000 active; in the data active means inhibition above about 10%, passing the limit was not always enough; inconclusive means no clear call, values can overlap the other calls
Target sequence (P9WIQ1 whole entry, looked up): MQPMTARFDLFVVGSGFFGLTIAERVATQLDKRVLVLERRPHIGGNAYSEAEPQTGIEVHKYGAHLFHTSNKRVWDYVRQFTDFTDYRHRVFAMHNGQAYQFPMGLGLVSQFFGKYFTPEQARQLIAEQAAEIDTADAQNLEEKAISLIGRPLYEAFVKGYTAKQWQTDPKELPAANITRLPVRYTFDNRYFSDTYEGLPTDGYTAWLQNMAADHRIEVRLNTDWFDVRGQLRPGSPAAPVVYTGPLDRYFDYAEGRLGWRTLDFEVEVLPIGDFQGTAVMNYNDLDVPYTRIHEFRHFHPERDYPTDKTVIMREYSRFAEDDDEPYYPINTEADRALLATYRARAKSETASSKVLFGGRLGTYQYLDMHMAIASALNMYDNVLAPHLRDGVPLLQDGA
FBA Mtb inh – Mtb fructose-bisphosphate aldolase inhibition | P9WQA3 | 2.3% of 360,000 active | purified M. tuberculosis FBA, fluorescence read-out | inhibition, % at 1 µM | AID 588726; in the data active means inhibition above about 27%;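 further: 0% = vehicle and 100% = reference inhibitor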
Target sequence (P9WQA3 whole entry, looked up): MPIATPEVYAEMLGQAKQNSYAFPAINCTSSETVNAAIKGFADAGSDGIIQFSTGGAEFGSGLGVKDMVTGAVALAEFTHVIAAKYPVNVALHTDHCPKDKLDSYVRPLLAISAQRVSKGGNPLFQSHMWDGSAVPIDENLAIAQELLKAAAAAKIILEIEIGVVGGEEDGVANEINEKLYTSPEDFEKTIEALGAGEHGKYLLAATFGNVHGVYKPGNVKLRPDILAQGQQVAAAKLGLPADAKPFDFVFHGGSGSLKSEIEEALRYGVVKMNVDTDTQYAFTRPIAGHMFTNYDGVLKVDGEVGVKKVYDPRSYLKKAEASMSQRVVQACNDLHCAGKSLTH
BoNT-F LC inh – blocks Botulinum neurotoxin F light chain protease; Multiplex microsphere protease cleavage assay, flow cytometry; inhibition, % at 10 µM; 0.22% of 360,000 active; AID 588497; in the data active means inhibition above about 35%, passing the limit was not always enough; inconclusive means no clear call, values can overlap the other calls; further: plate controls were buffer without enzyme for full effect and enzyme alone for no effect
PrPC TRFRET – reduces human prion protein on the cell surface; P04156; inhibition, % at 13.8 µM; AID 720596; 0.43% of 370,000 active; cell surface PrPC, TR-FRET read-out; in the data active means inhibition above about 24%; further: 0% = median of the test wells and 100% = reference compound wells
Mtb BioA inh – BioA (M. tuberculosis) enzyme inhibition; AID 602481; purified M. tuberculosis BioA enzyme, plate reader; 0.096% of 360,000 active; inhibition, % at 9.99 µM; in the data active means inhibition above about 40%; inconclusive means no clear call, values can overlap the other calls
FadD28 FP inh – M. tuberculosis FadD28 bisubstrate binding inhibition; FadD28 bisubstrate probe binding, fluorescence polarization; inhibition, % at 12.5 µM; 0.22% of 360,000 active; AID 588549; in the data active means inhibition above about 8.5%, passing the limit was not always enough; inconclusive means no clear call, values can overlap the other calls
GDH-TPI counter – counter-screen for M. tuberculosis FBA inhibitors: GDH-TPI coupled enzymes | GDH-TPI coupled enzyme counterscreen, NADH absorbance | inhibition, % at 4.8 µM | 1.2% of 360,000 active;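 further: 0% = DMSO wells and 100% = wells lacking the enzyme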
Active calls of the source: *; u = inconclusive; x = no result given. Unless noted, no stated cut-off is given here; in the data, active means inhibition above about 30%; inactive means the rest.

SMILES	BoNT-A LC inh2	CCHF vOTU inh	UGM FP inh	FBA Mtb inh	BoNT-F LC inh	PrPC TRFRET	Mtb BioA inh	FadD28 FP inh	GDH-TPI counter
CCn1c(SCC(=O)NC2CCCC2)nnc1-c1ccccn1	1.9	0	-0.5	4	4	-1	-0.6	-2.9	-11
CCCc1cc(C(=O)NCc2ccccc2)no1	0.7	6	2.5	3	2	-4	-0.9	-0.7	-2
COc1ccc(C(=O)Nc2nnc(-c3cccs3)s2)cc1	-0.2	-5	-1.4	4	-2	-2	-1.3	-3.3	-10
N#Cc1c(N)nc2c3c(sc(=N)c2c1N)NC(=O)CC3c1c(F)cccc1Cl (configuration not stated)	2.7	1	0.0	-2	5	3	-0.9	-4.4	8
O=C(NCC1CCCN(Cc2cccc(OCCO)c2)C1)c1ccc(F)cc1 (configuration not stated)	2.0	1	-3.3	-2	8	-4	x	-1.5	14
COc1ccc(-n2c(=O)n(Cc3ccccc3)c(=O)c3[nH]cnc32)cc1	u	-9	4.7	-4	u	4	x	-1.9	-1
Cc1n[nH]c(=O)c2c1nnn2Cc1ccccc1Cl	-2.3	16	-0.2	2	-10	4	-7.2	0.2	2
O=C(NCCc1ccccc1)c1ccc2nc(-c3ccco3)c(-c3ccco3)nc2c1	13	x	1.5	-2	-4	x	-0.7	0.3	0
CC(=O)c1c(C)[nH]c(C(=O)COC(=O)c2ccc(Cl)nc2)c1C	-0.4	1	-2.7	-1	-4	8	-0.2	-2.8	-2
CC(C)(C)c1ccc(C(=O)NCc2cccnc2)cc1	-0.6	-8	0.9	-2	2	2	x	-0.3	10
COC(=O)/C(=C\c1ccc([N+](=O)[O-])o1)NC(=O)c1ccccc1	0.5	18	-3.1	-1	-14	-14	0.3	1.7	21
COc1ccc(CNc2cc(C)ccn2)cc1	-3.4	0	-0.3	6	2	-2	-0.4	-0.3	11
COc1ccc(S(=O)(=O)N2CCOCC2)cc1NC(=O)CCCOc1ccc(C(C)=O)cc1	-0.5	-11	x	-3	2	7	0.3	-3.3	-1
COC(=O)COc1ccc(/C=C2\C(=O)NC(=S)N(c3ccc(C)cc3)C2=O)cc1OC	-0.5	10	-1.0	0	21	-6	-0.5	-0.5	4
Cn1c(SCC(=O)Nc2nc3c(s2)CCCC3)nnc1-c1ccccc1	-1.3	-12	0.0	0	-2	3	x	-2.3	2
CC(C)(C)c1nnc(N/N=C/c2ccc(Br)cc2)n(N)c1=O	0.3	24	0.9	-2	-4	-3	x	-4.5	15
COc1ccc(CCNC(=O)Cn2cnc3sc(C)c(-c4ccc(F)cc4)c3c2=O)cc1OC	0.1	2	-0.1	1	-2	1	0.5	-0.8	-1
C/C(=N\NC(=O)c1c(Cl)c(C)nn1C)c1ccc(NC(=O)COc2ccc(Cl)cc2C)cc1	-1.7	-1	-2.0	0	-43	2	0.1	-1.1	-2
O=c1c(F)cn(C2CCCO2)c(=O)n1Cc1ccc(Cl)cc1 (configuration not stated)	-0.8	-5	-0.2	-3	-2	-3	x	-1.6	6
COc1ccc(NC(=S)NCCN2CCC(C)CC2)cc1Cl	-1.0	5	-1.3	4	-2	-5	x	-3.1	1
CC1CCCCC1NC(=O)COC(=O)/C=C/c1ccc2c(c1)OCO2 (configuration not stated)	-3.1	-16	-1.6	5	-27	1	-0.8	-1.9	10
CCc1cc(C(=O)N2CCCC(C(=O)c3ccc(OC)c(F)c3)C2)n(C)n1 (configuration not stated)	1.0	7	0.2	-2	-3	7	4.2	0.3	0
c1ccc(-c2nc(NCc3cccs3)c3ccccc3n2)cc1	-2.5	7	-2.1	-2	-22	0	0.7	-7.8	-2
N#C/C(=C\c1ccc(Cl)cc1)c1n[nH]c(Cn2cncn2)n1	0.2	4	-0.8	15	6	-6	-2.5	1.6	26
Cc1[nH]c(C)c(S(=O)(=O)N2CCC(C)CC2)c1C(=O)N1CCCC1	0.8	12	-0.6	2	1	-8	-2.2	0.4	3
CCOC(=O)c1ccc(CC2S/C(=C(\C#N)C(C)=O)NC2=O)cc1 (configuration not stated)	1.7	21	4.6	2	0	1	0.2	-2.0	27
O=C(NCC(=O)N(CC1CCCO1)C(C(=O)NC1CCCCC1)c1ccccc1)c1cccs1 (configuration not stated)	-0.1	7	2.6	3	-4	0	0.6	-0.2	7
CC(C)n1c(SC2CCOC2=O)nc2ccccc21 (configuration not stated)	1.4	4	-0.1	4	6	6	-0.5	-2.9	-1
Cc1ccc(CN(C)c2ccc(S(=O)(=O)N3CCCC3)cn2)cc1	-0.4	13	0.1	4	-7	15	-0.2	-2.2	1
CC([NH2+][O-])C(C)(C)NO (configuration not stated)	0.0	20	1.9	10	-2	-2	-1.0	1.4	-3
O=S(=O)(Nc1ccc(N=Nc2ccccc2)cc1)c1ccccc1	-0.2	14	1.9	-11	8	-13	x	-1.6	9
Cc1ccc(S(=O)(=O)N2CCCOC2CNC(=O)C(=O)NCCCn2ccnc2)cc1 (configuration not stated)	-0.3	-2	-0.1	1	-4	-2	x	-1.1	4
CCCC(=O)NC1CCCc2c1cnn2-c1ccc(C)c(C)c1 (configuration not stated)	0.2	-11	-0.8	2	0	0	0.3	0.0	0
CN(C)C(=O)c1ccc(NC(=O)COC(=O)CC23CC4CC(CC(Br)(C4)C2)C3)cc1	6.7	-1	1.4	2	17	0	0.3	1.1	1
COc1ccc(F)cc1-c1cc(NC=O)c2ncc(-c3cc(OC)c(OC)c(OC)c3)n2c1	-0.6	-6	x	3	-4	-5	-0.7	-1.2	2
CSc1cccc(NS(=O)(=O)c2ccc(C(C)=O)cc2)c1	0.9	1	3.0	0	2	4	x	-1.7	2
Cn1c(=O)oc2cc(S(=O)(=O)N3CCOCC3)ccc21	-0.4	-6	-3.7	1	0	0	x	-2.8	-7
NC(=O)c1ccc(NC(=O)COC(=O)C2(c3ccccc3F)CCCC2)cc1	-0.7	6	0.0	3	-1	-1	x	-7.3	-7
O=C1CCc2cc(S(=O)(=O)N3CCC(C(=O)Nc4nccs4)CC3)ccc2N1	-0.7	0	0.7	4	-18	-2	-1.4	-0.9	12
CCn1c(SCc2ccccc2)nc2cc(OC)c(OC)cc2c1=O	-5.0	-1	-0.9	-1	u	-2	0.7	-1.5	4

By substructure: the compounds so far containing a Cl atom
SMILES	BoNT-A LC inh2	CCHF vOTU inh	UGM FP inh	FBA Mtb inh	BoNT-F LC inh	PrPC TRFRET	Mtb BioA inh	FadD28 FP inh	GDH-TPI counter
N#Cc1c(N)nc2c3c(sc(=N)c2c1N)NC(=O)CC3c1c(F)cccc1Cl (configuration not stated)	2.7	1	0.0	-2	5	3	-0.9	-4.4	8
Cc1n[nH]c(=O)c2c1nnn2Cc1ccccc1Cl	-2.3	16	-0.2	2	-10	4	-7.2	0.2	2
CC(=O)c1c(C)[nH]c(C(=O)COC(=O)c2ccc(Cl)nc2)c1C	-0.4	1	-2.7	-1	-4	8	-0.2	-2.8	-2
C/C(=N\NC(=O)c1c(Cl)c(C)nn1C)c1ccc(NC(=O)COc2ccc(Cl)cc2C)cc1	-1.7	-1	-2.0	0	-43	2	0.1	-1.1	-2
O=c1c(F)cn(C2CCCO2)c(=O)n1Cc1ccc(Cl)cc1 (configuration not stated)	-0.8	-5	-0.2	-3	-2	-3	x	-1.6	6
COc1ccc(NC(=S)NCCN2CCC(C)CC2)cc1Cl	-1.0	5	-1.3	4	-2	-5	x	-3.1	1
N#C/C(=C\c1ccc(Cl)cc1)c1n[nH]c(Cn2cncn2)n1	0.2	4	-0.8	15	6	-6	-2.5	1.6	26

Continued.
SMILES	BoNT-A LC inh2	CCHF vOTU inh	UGM FP inh	FBA Mtb inh	BoNT-F LC inh	PrPC TRFRET	Mtb BioA inh	FadD28 FP inh	GDH-TPI counter
COC(=O)[C@H](CCSC)NS(=O)(=O)c1ccccc1Br	0.4	0	2.4	1	-2	-2	-2.6	-1.0	7
Cc1cc(C)c2[nH]c(=S)cc(C)c2c1	1.4	19	-0.9	2	-9	2	x	0.0	9
O=C(CCN1C(=O)c2ccccc2C1=O)N1CCN(Cc2ccc(Cl)cc2Cl)CC1	u	0	1.5	-1	x	0	0.7	-3.8	13
CCOC(=O)C1(Cc2ccc(OC)cc2)CCN(C(=O)Cn2cnnn2)CC1	0.5	-10	-1.5	0	-1	8	x	-0.1	-4
COc1cc(NC(=O)c2cccc(NC3=NC4CS(=O)(=O)CC4S3)c2)cc(OC)c1OC (configuration not stated)	-0.3	3	2.7	1	-7	-5	0.6	-0.7	6
O=S(=O)(c1ccccc1)N1CCN(C(=S)Nc2ccc(F)cc2)CC1	0.2	-7	-2.6	0	2	4	4.9	-3.1	5
CC(C)(C)n1nnnc1C(c1cc2ccccc2o1)N1CCCC1 (configuration not stated)	0.1	24	x	x	-4	12	x	x	x
OC(c1ccccc1)(c1ccccc1)C1CCN(CCCOc2ccc3c(c2)CCCC3)CC1	-0.7	13	x	x	-6	-15	x	x	x
O=C(N/N=C/c1cc(Br)cs1)c1c[nH]c2ccccc12	-2.9	7	1.2	-3	u	3	0.8	-8.0	24
CC1CCCN(C(=O)CN(C)S(=O)(=O)c2ccc3c(c2)c(=O)n(C)c(=O)n3C)C1 (configuration not stated)	-0.3	-4	-0.3	3	5	-2	-0.7	-2.8	1
CC(=NCc1ccccc1)c1ccc(O)cc1O	0.2	-12	x	-1	4	-4	-2.1	-0.9	34*
Cc1ccc(C)c(S(=O)(=O)N2C(=S)NC(=O)C2CC(C)C)c1 (configuration not stated)	0.0	22	-2.5	6	-15	9	-1.0	-2.4	7
C[C@@H](C(=O)N[C@@H](Cc1ccccc1)C(=O)O)n1nnc2ccccc2c1=O	0.6	1	4.5	-1	-9	1	-3.0	-0.6	0
Cc1ccc(NC(=S)N(CCN2CCOCC2)Cc2cc3cc4c(cc3[nH]c2=O)OCO4)cc1	-0.5	6	0.5	9	1	1	x	-2.8	8
N#Cc1ccsc1NC(=O)COC(=O)CCCSc1nc2ccccc2s1	-0.5	0	-3.6	2	-5	-1	-1.5	-2.0	12
COC(=O)CC1C(=O)NCCN1C(=S)Nc1cc(C)cc(C)c1 (configuration not stated)	-1.8	11	-1.7	1	-6	1	0.0	-0.3	4
C=CCn1c(SCC(C)=O)nc2sc3c(c2c1=O)CCC3	-1.7	6	1.0	-2	u	-4	0.5	-0.2	6
COCCNC(=O)C1(C)CCN(C(=O)C2(c3ccc(Cl)cc3)CCCC2)C1 (configuration not stated)	-0.2	3	x	4	2	-1	-0.1	-3.3	6
O=[N+]([O-])c1ccc(-c2csc(COc3ccccc3)n2)cc1	-0.7	10	x	2	0	0	-1.2	1.3	13
CCOC(=O)C1CCN(S(=O)(=O)c2cc(Br)cc3c2N(C(=O)C2CC2)CC3)CC1	-0.9	-10	5.5	3	-26	0	x	-3.5	5
Cc1ccc(NCCC(=O)c2cccs2)cc1Cl	-0.2	5	-4.4	-4	-5	-1	x	-0.6	8
COc1ccc(S(=O)(=O)N2CCOCC2)cc1NC(=O)CSc1n[nH]c(C(C)C)n1	0.5	-3	-0.7	4	4	4	-0.7	-2.3	6
COC(=O)c1ccc(N2C(=O)CC(SCC(=O)Nc3ccc(OC)cc3)C2=O)cc1 (configuration not stated)	-1.1	12	-0.2	1	-2	9	x	-0.8	4
CC1CCCCC1NC(=O)COC(=O)c1ccccc1NC(=O)c1ccco1 (configuration not stated)	0.6	8	1.7	-5	-2	-3	-1.8	-5.0	4
CCOC(=O)c1sc(=NC(=O)c2cccs2)n(C)c1C	-0.6	5	2.4	0	2	7	-1.0	-1.3	16
Cc1ccc(O)c(NC(=O)c2cc([N+](=O)[O-])ccc2Cl)c1	-1.7	8	-1.2	4	-9	-35	x	1.3	-1
CC(C)C(=O)N1CCN(c2ccc(NC(=O)c3cccs3)cc2Cl)CC1	-0.4	23	-0.5	-3	1	12	x	-0.1	8
Cc1ccn2cc(-c3cccc(S(=O)(=O)N4CCCCC4)c3)nc2c1	-1.5	3	2.4	4	2	4	-0.9	-4.9	-2
CC(=O)Nc1ccc(NC(=O)C(C)OC(=O)[C@@H]2CCCN2C(=O)c2cccs2)cc1 (some centres not stated)	-0.4	9	-1.0	-2	-10	3	-0.9	-2.3	-2
CCCc1nnc(N2C(=O)c3cccc4cccc(c34)C2=O)s1	0.1	-2	-1.6	27	2	-29	-0.8	-1.0	14
